Source: PubChem BioAssay
KCNQ1 act = potentiates or activates the human KCNQ1 potassium channel. P51787. CHO-K1 KCNQ1, thallium flux FluxOR fluorescence; stronger effect = higher value. B-score at 10 µM. 310,000 tested, 0.35% active. AID 2648;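 active means fluorescence ratio B-score, a plate-corrected score, at least three library SD, with initial intensity B-score within 5 SD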
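Medium – assay buffer, equal DMSO in all wells · Material – CHO-K1 cell line with stable KCNQ1 potassium channel expression · Signal – kinetic FluxOR thallium fluorescence, 10-s 1-Hz baseline, 110-s post-stimulus read · Compound – single concentration per compound, DMSO matched to controls · Schedule – 37 °C overnight plating, 90-min dark dye load, 20-min compound pretreatment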
KCNK9 block = inhibitors of human KCNK9 two-pore domain potassium channel; HEK293 KCNK9, FluxOR thallium flux fluorescence; stronger effect = lower value; B-score at 10 µM; 310,000 tested, 1.2% active; AID 488922;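 active means ratio B-score over 3 SD below the library mean, with starting fluorescence within 5 SD of its mean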;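 further: negative B-score means less thallium flux so channel inhibition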
RGS4 pot = RGS4 potentiation or activation; HEK293 M3R/inducible RGS4, carbachol calcium flux Fluo4; stronger effect = lower value; B-score at 10 µM; 310,000 tested, 0.92% active;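 active means B-score of the integrated calcium signal more than 4 SD below the library mean, with starting fluorescence not abnormally high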;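 further: negative B-score means reduced calcium response which marks RGS4 activation or potentiation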
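test system = M3R-expressing HEK293 line, RGS4 induced by doxycycline | probe or stimulus = carbachol at ECmax as muscarinic agonist stimulus | timing = dye loading 30 min 37 °C, buffer rest 30 min RT | signal = calcium dye Fluo4 fluorescence | evaluation = B score from integrated fluorescence ratio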
hERG rescue = compounds protecting human hERG from proarrhythmic drug block. Q12809. CHO-hERG, FluxOR thallium flux, dofetilide IC70 present. activation (rescue from dofetilide block), less the hit threshold, % at 10 µM. 310,000 tested, 0.51% active. AID 1511;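 active means activation above the mean of controls blocked by dofetilide plus 5 SD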;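 further: thallium influx through hERG after potassium depolarization seen as dye fluorescence rise; in these data hits start at about 4.7%; inactives centre near -7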
KCNQ1 block = inhibitors of human KCNQ1 potassium channel | 310,000 tested, 1.3% active | P51787 | B-score at 10 µM | CHO-K1 KCNQ1, FluxOR thallium flux fluorescence; stronger effect = higher value;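 active means compounds whose thallium flux B-score, printed positive for inhibition, exceeds three library SD while starting fluorescence stays within three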;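 further: channel opened by potassium depolarization with thallium stimulus after 20 min compound exposure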
KCNK3 block = human KCNK3 channel inhibition, primary screen. O14649. CHO-KCNK3 thallium flux, FluxOR fluorescence; stronger effect = lower value. B-score at 10 µM. 340,000 tested, 0.84% active. AID 602410;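 active means B-score under library mean minus 4 SD, starting fluorescence ratio at most library mean plus 5 SD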;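 further: more negative B-score means stronger inhibition of thallium flux through KCNK3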
Target sequence (O14649 whole entry, looked up): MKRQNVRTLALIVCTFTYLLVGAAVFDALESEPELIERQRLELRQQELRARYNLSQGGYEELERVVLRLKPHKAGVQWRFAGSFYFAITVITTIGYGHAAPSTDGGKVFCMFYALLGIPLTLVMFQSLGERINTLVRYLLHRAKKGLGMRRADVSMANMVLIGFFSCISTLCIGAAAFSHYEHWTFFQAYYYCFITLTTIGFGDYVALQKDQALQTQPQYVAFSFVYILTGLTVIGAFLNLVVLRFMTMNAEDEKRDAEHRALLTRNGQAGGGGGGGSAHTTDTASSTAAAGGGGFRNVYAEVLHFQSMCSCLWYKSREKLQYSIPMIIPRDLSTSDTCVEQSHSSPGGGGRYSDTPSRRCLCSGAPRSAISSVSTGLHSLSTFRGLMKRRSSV
DYRK1A inh = blocks rat Dyrk1A kinase activity. inhibition, % at 12.5 µM. ADP-Glo luminescence, NFATc1 peptide. 310,000 tested, 0.43% active. Q63470; in the data active means inhibition above about 50%;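 further: plate controls were vehicle with enzyme for no effect and no enzyme for full effect; many of its hits are not listed in these tables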
HDAC3 inhib = blocks human histone deacetylase 3; inhibition, % at 8.3 µM; O15379; recombinant HDAC3, fluorogenic peptide/trypsin coupled, fluorescence; 320,000 tested, 0.15% active; in the data active means inhibition above about 26%, passing the limit was not always enough; inconclusive means no clear call, values can overlap the other calls
Target sequence (O15379 whole entry, looked up): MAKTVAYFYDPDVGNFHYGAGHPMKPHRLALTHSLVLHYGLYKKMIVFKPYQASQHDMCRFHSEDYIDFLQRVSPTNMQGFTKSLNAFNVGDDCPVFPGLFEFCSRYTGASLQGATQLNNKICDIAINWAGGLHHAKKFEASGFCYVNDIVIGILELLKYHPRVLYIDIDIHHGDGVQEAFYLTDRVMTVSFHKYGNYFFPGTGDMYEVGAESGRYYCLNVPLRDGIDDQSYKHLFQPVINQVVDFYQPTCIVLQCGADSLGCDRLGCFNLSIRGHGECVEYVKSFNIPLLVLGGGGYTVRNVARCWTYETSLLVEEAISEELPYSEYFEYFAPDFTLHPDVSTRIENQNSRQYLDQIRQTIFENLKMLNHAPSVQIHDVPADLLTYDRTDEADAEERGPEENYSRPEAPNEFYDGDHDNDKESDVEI
GSK3B inh = inhibitors of human GSK3beta kinase | P49841 | activity score (negative = inhibition), % at 10 µM | GST-GSK3beta kinase, ADP-Glo luminescence, 60 min; stronger effect = lower value | 300,000 tested, 0.038% active;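 active means more than half of replicate wells score below -50%, meaning over 50% inhibition versus plate controls; inconclusive means some replicates but at most half score below -50%; inactive means no replicate scores below -50%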;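 further: 0% = median DMSO wells and -100% = median GW8510 positive control wells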
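Test system: GST-fused GSK3beta enzyme, cell-free | Quantity: 1.6 ng GST-GSK3beta enzyme per well | Reagent: 25 µM ATP with peptide substrate | Schedule: 60 min enzyme reaction, room temperature | Signal: Luminescent ADP-Glo measurement of ADP formed | Read-out basis: Score relative to plate controls | Control set: DMSO and 20 µM GW8510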
GSK3 alpha inh = inhibitors of human GSK-3 alpha kinase; ADP-Glo luminescence, 60 min; inhibition, % at 10 µM; 320,000 tested, 0.1% active;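 in the data active means inhibition above about 50%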;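 further: GST-tagged GSK-3 alpha with peptide substrate and 25 µM ATP; 0% = DMSO neutral wells and 100% = GW8510 positive control wells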
PolyA inh = yeast polyadenylation inhibition; S. cerevisiae SKY197-pL101 polyadenylation reporter, beta-gal luminescence; efflux-impaired pdr1/pdr3 knockout yeast; score 100 = 6 SD above DMSO; calls only at 12 µM; 300,000 tested, 0.02% active; AID 1875;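 active means lowest replicate activity score at least 50, where 100 means six control SD above control mean; inconclusive means lowest score under 50 but half or more replicates reach 50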;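 further: yeast exposed to compound for 9 h at 30 °C; higher score means more reporter readthrough which indicates perturbed polyadenylation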
* marks the source's active call; other numbers are inactive results; i = inactive; ? = inconclusive; nt = not tested or not shown.

SMILES	KCNQ1 act	KCNK9 block	RGS4 pot	hERG rescue	KCNQ1 block	KCNK3 block	DYRK1A inh	HDAC3 inhib	GSK3B inh	GSK3 alpha inh	PolyA inh
Cc1ccc(-c2cc(C(=O)N3CCN(c4ncccn4)CC3)c3ccccc3n2)cc1	i	i	i	-25	i	i	18	6	-5	-2	i
CC(=O)c1cc(F)c(N2CCN(C(=O)COc3ccccc3F)CC2)cc1C	i	i	i	-6	i	i	-2	4	-3	-1	i
COc1ccccc1CC(=O)N(CCC#N)CCC#N	i	i	i	-10	i	i	-10	6	-2	0	i
Cc1ccc(S(=O)(=O)NCc2ccc(C(=O)N3CCN(c4ccccn4)CC3)cc2)cc1	i	i	i	-1	i	i	1	-4	-2	-1	i
CC(C)c1ccc(C2CC(=O)c3cnc(NC(=O)c4ccco4)nc3C2)cc1 (centres undefined)	i	i	i	-8	i	i	3	8	-3	-1	i
CCc1nc2nc(C)c(NS(=O)(=O)c3ccc(CC(C)C)cc3)c(=O)n2[nH]1	i	i	i	-14	i	i	-1	-1	nt	-3	i
CCOC(=O)C1CCN(C(=O)/C=C/c2ccccc2)CC1	i	i	i	-7	i	i	7	-5	-1	-1	i
O=C(NCc1cccc(C(F)(F)F)c1)C1CCN(c2ncccn2)CC1	i	i	i	-11	i	i	-6	5	2	nt	i
O=C(NC1CCCCC1)C1(c2ccccc2)CC1(Cl)Cl (centres undefined)	i	i	i	-6	i	i	0	-1	1	2	i
C(=N\n1cnnc1)/c1ccc(OC2CSC2)cc1	i	i	i	3	i	i	1	4	3	1	i
CCN1CCN(C(=O)c2ccc3c(c2)S(=O)(=O)c2ccccc2C3=O)CC1	i	i	i	-14	i	i	-5	8	-2	1	i
CC(C)Nc1nc(Cl)nc(NCCOc2ccccc2)n1	i	i	i	1	i	i	-1	7	-2	2	i
Cc1cc(C)cc(N(C(=O)c2sc(C)nc2C)C(C(=O)NCc2ccco2)c2ccccc2)c1 (centres undefined)	i	i	i	-4	i	i	-6	5	3	3	i
O=C(CCS(=O)(=O)c1ccc(Cl)cc1)N1CCN(S(=O)(=O)c2cccs2)CC1	i	i	i	-13	i	i	-6	-1	-6	4	i
Cc1nnc(SCC(=O)O)s1	i	i	i	-14	i	i	-2	-3	1	-3	i
CC1CCCN(CC(=O)N2c3ccccc3Sc3ccccc32)C1 (centres undefined)	i	i	i	-19	i	i	-2	-2	-4	0	i
CCN1CCN(CCCNC(=O)c2cc3c(=O)oc4ccc(C)cc4c3s2)CC1	i	i	i	-10	i	i	1	6	-4	-4	i
CCN1CCN(C(c2cccs2)C(C)NC(=O)C(=O)N2CCCCC2)CC1 (centres undefined)	i	i	i	-11	i	i	2	-7	-2	0	i
O=C(Cn1cc(C(F)(F)F)cc(Cl)c1=O)NCc1ccc(F)cc1	i	i	i	-8	i	i	1	1	-1	0	i
COc1ccc(Nc2nc(-c3c[nH]c4ccccc34)cs2)cc1	i	i	i	-6	i	i	-2	-20	5	-1	i
Cc1ccc(N2CC(C(=O)NCCN3CCOCC3)CC2=O)cc1 (centres undefined)	i	i	i	-6	i	i	-1	0	1	5	i
C/C(=N\NC(N)=O)C1CC(CC(C)C)C(=O)O1 (centres undefined)	i	i	i	-5	i	i	-6	-9	3	0	i
O=C(N/N=C/c1ccncc1)c1cnccn1	i	i	i	-2	i	i	nt	6	-2	1	i
COc1ccc(-c2nnc(-c3ccc(C)cc3)o2)cc1	i	i	i	-2	i	i	5	-3	4	-3	i
CCOC(=O)CC1=C(C(=O)OCC)C(c2ccc(OC)cc2OC)C(C#N)=C(N)O1 (centres undefined)	i	i	i	-12	i	i	18	6	2	-2	i

Three structures from above, ordered by count of non-hydrogen atoms, high to low.
SMILES	KCNQ1 act	KCNK9 block	RGS4 pot	hERG rescue	KCNQ1 block	KCNK3 block	DYRK1A inh	HDAC3 inhib	GSK3B inh	GSK3 alpha inh	PolyA inh
O=C(CCS(=O)(=O)c1ccc(Cl)cc1)N1CCN(S(=O)(=O)c2cccs2)CC1	i	i	i	-13	i	i	-6	-1	-6	4	i
O=C(Cn1cc(C(F)(F)F)cc(Cl)c1=O)NCc1ccc(F)cc1	i	i	i	-8	i	i	1	1	-1	0	i
O=C(NC1CCCCC1)C1(c2ccccc2)CC1(Cl)Cl (centres undefined)	i	i	i	-6	i	i	0	-1	1	2	i

Other records.
SMILES	KCNQ1 act	KCNK9 block	RGS4 pot	hERG rescue	KCNQ1 block	KCNK3 block	DYRK1A inh	HDAC3 inhib	GSK3B inh	GSK3 alpha inh	PolyA inh
CC1(C)CC(=O)C2=C(C1)OC(N)=C(C#N)C21CCN(Cc2ccccc2)CC1	i	i	i	-16	i	i	-6	6	4	3	i
CCOc1ccc(/C=N/O)cc1	i	i	i	-6	i	i	-5	17	-3	-2	i
Cc1ccc(OCc2nnc(SCC(=O)O)n2N)cc1	i	i	i	1	i	i	6	0	1	-2	i
O=C(c1ccccc1)c1ccc(C(=O)N2CCOCC2)cc1	i	i	i	-8	i	i	6	0	0	-1	i
O=C(NCC(=O)N(c1ccc(F)cc1)C(C(=O)NC1CCCC1)c1cccnc1)c1cccs1 (centres undefined)	i	i	i	-3	i	i	-1	-7	-7	1	i
CN(C(=O)COc1ccccc1)c1nnc(C23CC4CC(CC(C4)C2)C3)s1	i	i	i	-5	i	i	1	1	-3	-2	i
Cc1ccc(-c2cn(S(=O)(=O)c3cccc([N+](=O)[O-])c3)nc2N)cc1	i	i	i	2	i	i	-2	-8	2	1	i
CCCC(=O)c1ccc(N2CCN(S(=O)(=O)c3ccccc3)CC2)c(F)c1	i	i	i	-6	i	i	6	?	-1	0	i
O=C(CN(Cc1ccccc1F)C(=O)c1csnn1)NC1CCCCC1	i	i	i	-4	i	i	-7	0	0	-3	i
CCOc1ccccc1NC(=O)c1ccc2c(c1)C(=O)N(C(C)(C)C)C2=O	i	i	i	-10	i	i	-5	0	-2	-2	i
COc1ccccc1NC(=O)c1oc2ccccc2c1NC(=O)C1CC1	i	i	i	-6	i	i	2	0	3	-1	i
C(=C\c1ccccc1)/C=N/Nc1nc(N2CCCCC2)nc(N2CCCCC2)n1	i	i	i	-5	i	i	7	4	2	1	i
O=C(CCC(=O)NNC(=O)COc1ccccc1)NCc1ccccc1	i	i	i	-1	i	i	2	-3	1	-3	i
COCc1cc(C)nc(SCC(=O)Nc2ccccc2C)c1C#N	i	i	i	-3	i	i	-3	-10	1	1	i
O=C(NN=C1CCCCCCC1)c1ccc(F)cc1	i	i	i	-12	i	i	-8	-8	0	0	i
COc1ccc(C(=O)CC(=O)C(=O)Nc2cccc(F)c2)cc1	i	i	i	0	i	i	2	0	-1	-1	i
Cc1ccc(-c2cccc(C3CC=CC4C3C(=O)N(Cc3ccccc3)C4c3cc(C)ccc3F)c2)cc1 (centres undefined)	i	i	i	-5	i	i	9	0	3	-1	i
CN(C)CC/C=C1\c2ccccc2COc2ccccc21	i	i	-8*	-7	i	i	4	nt	3	nt	nt
Nc1cc(N)nc(SCCOc2ccccc2)n1	i	i	i	1	i	i	3	6	-3	-3	i
CC(=O)N1CCN(Cc2nc3cc(NC(=O)c4ccccc4)ccc3n2C)CC1	i	i	i	-9	i	i	0	-5	-3	-1	i
COc1ccc(C(=O)Nc2nccs2)cc1OC	i	i	i	0	i	i	2	-3	0	13	i
C=CCNCCCCOc1ccccc1	i	i	i	-1	i	i	-1	-6	1	-1	i
N#Cc1cc(-c2ccc(Cl)cc2)cnc1Sc1ccccc1	i	i	i	-11	i	i	0	6	-1	-4	i
COc1ccc(NC(=O)CCNC(=O)c2ccco2)cc1Cl	i	i	i	-8	i	i	-8	-2	nt	-2	nt
CS(=O)(=O)c1ccccc1C(=O)Nc1ccc(-c2nc3ccccc3[nH]2)cc1	i	i	i	-8	i	i	4	4	-20	9	i
Following part:
SMILES	KCNQ1 act	KCNK9 block	RGS4 pot	hERG rescue	KCNQ1 block	KCNK3 block	DYRK1A inh	HDAC3 inhib	GSK3B inh	GSK3 alpha inh	PolyA inh
CCN(CC)C(=O)Cn1cc(C(=O)C(=O)N2CCCc3ccccc32)c2ccccc21	i	i	i	-9	i	i	-6	7	0	-2	nt
O=S(=O)(NCc1cccnc1)c1cc(Cl)ccc1Cl	i	i	i	-4	i	i	-2	-6	-1	2	i
Cc1ccc(C)c(NC(=S)NCc2cccs2)c1	i	i	i	-3	i	i	3	-6	2	-3	i
CCOC(=O)CNc1ncnc2nc[nH]c12	i	i	i	-3	i	i	3	3	1	-1	i
COc1ccc(NC(C)=O)cc1NS(=O)(=O)c1cn(C)c(=O)n(C)c1=O	i	i	i	-7	i	i	-4	-8	-2	-2	i
CCOC(=O)c1ccc(NS(=O)(=O)N2CCCCCC2)cc1	i	i	i	-7	i	i	0	-3	0	2	i
CC(=O)NNC(=O)CCn1nnc2ccccc21	i	i	i	-7	i	i	-3	5	-3	0	i
Cc1ccc(NC(=O)CSC2=C(C#N)C(c3ccc4c(c3)OCO4)C3=C(CCCC3=O)N2)c(C)c1 (centres undefined)	i	i	i	-18	i	i	-4	9	1	1	i
Nc1ccccc1-c1nnc(SCc2ccccc2Cl)[nH]c1=O	i	i	i	-8	i	i	3	4	0	1	i
Cc1ccc(N(CC(=O)Nc2ccc3c(c2)OCCO3)S(=O)(=O)c2c(C)noc2C)cc1	i	i	i	-2	i	i	-1	14	4	-3	i
CC(C)[C@H](NC(N)=O)C(=O)Nc1ccc(OCc2ccccc2)cc1	i	i	i	-22	i	i	0	-2	6	-2	i
CN1CCN(c2ccc(S(=O)(=O)N3CCCCC3)cc2NC(=O)Cc2ccccc2F)CC1	i	i	i	-4	i	i	0	3	-3	0	i
CCOC(=O)c1nnn(-c2nonc2N)c1-c1cccc2ccccc12	i	i	i	-11	i	i	-3	-3	-5	12	i
CCOC(=O)N1CCC(N2CCN(c3ccccc3)CC2)CC1	i	i	i	-4	i	i	0	-1	-3	-3	i
CCN1CCN(c2ccc(S(=O)(=O)N3CCCCC3)cc2NC(=O)COc2ccc(Cl)c(C)c2)CC1	i	i	i	-7	i	i	-9	7	-3	-1	i
CSc1ccc(C(=O)C2CCCN(C(=O)c3ccc4c(c3)OCO4)C2)cc1 (centres undefined)	i	i	i	-5	i	i	-6	11	2	-2	i

These rows are one share of the data; rates above refer to the full screens.
